# Nrf2 block = Nrf2 qHTS screen for inhibitors; A549 ARE-Fluc reporter, luciferase luminescence, 18-24 h; Potency, µM (highest dose often 46 µM), inactives show at the highest dose activity change, negative = inhibition, actives largely listed as inhibitors; 360,000 tested, 2.1% active; AID 504444, 2011; also: potency is read from the fitted curve at half-maximal effect; % is scaled to controls: 0 for no effect and ±100 for the full control effect; nearly all actives have a fitted effect of over 60% in size
#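 In this cell-based qHTS, ARE-driven firefly luciferase in A549 cells reports Nrf2 activity; the luminescent signal after BugLite lysis is the measured value, with a prior CellTiter-Fluor read for cell health.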
# A549 viability = Nrf2 qHTS screen for inhibitors: counterscreen for cytotoxicity. AID 504648, 2011. Potency, µM (titrated, usually from 46 µM), for inactives: at the top dose activity change, negative = cytotoxicity, actives largely listed as inhibitors. 390,000 tested, 0.16% active. A549 ARE-Fluc cells, CellTiter-Fluor viability, 18-24 h; also: potency is read from the fitted curve at half-maximal effect; % is scaled to controls: 0 for no effect and ±100 for the full control effect
#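 Cytotoxicity counterscreen: CellTiter-Fluor fluorescence was measured in A549 ARE_Fluc cells after 18-24 h of compound exposure in a concentration series. The subsequent BugLite luminescent read reports ARE-luciferase activity.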
# CCT chaperon mod = High-Throughput Screening for Modulators of Cytosolic Chaperonin Activity; purified chaperonin ATPase assay, HTRF ADP detection, 30 min; activity change, % (concentration not given with the values), hits read low; 360,000 tested, 0.3% active; AID 651819, 2012; in the data active = activity change below about -30%; also: % is scaled to controls: 0 for no effect and ±100 for the full control effect
#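 We incubate TRiC, 40 or 20 nM final, with library compounds at 76 uM and 10 uM ATP for 30 min at 37 °C. ADP formed is detected with Transcreener HTRF reagents after 30 min at room temperature.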
# TGFb SMAD3 inh = qHTS for Inhibitors of TGF-b | HepG2 CAGA-GFP TGF-b/SMAD3 reporter, GFP fluorescence, 18 h; TGF-beta stimulated, 500 pg/mL final | AID 588855, 2011 | Potency, µM (series often up to 46.1 µM), for the others: top-dose activity, negative = inhibition, most hits filed as inhibitors | 410,000 tested, 1.2% active; also: potency is read from the fitted curve at half-maximal effect; % is scaled to controls: 0 for no effect and ±100 for the full control effect; nearly all actives have a fitted effect of over 65% in size
#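 Inhibition was scored as loss of TGF-beta-induced (500 pg/mL final, 18 hours, 37 degrees C) GFP in HEPG2 cells carrying a CAGA-GFP reporter, in DMEM with 1% FBS. Well GFP was summed per cell; Activity was normalised to unstimulated and stimulated DMSO wells, then concentration-response fitting.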
# Mm-Cpn inhibitor = Inhibitors of TCP-1 ring complex (TRiC) of Methanococcus maripaludis (MmCpn): qHTS | Chaperonin Mm-Cpn (Methanococcus maripaludis) | purified Mm-Cpn ATPase, ADP Transcreener TR-FRET | Potency, µM (top dose mostly 76.9 µM), inactives show at the top dose activity, negative = inhibition, most hits filed as inhibitors | 330,000 tested, 0.031% active | AID 504842, 2011; also: potency is read from the fitted curve at half-maximal effect; % is scaled to controls: 0 for no effect and ±100 for the full control effect; nearly all actives have a fitted effect of over 80% in size
#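 Compound-treated chaperonin, 25 nM final, turns over 10 uM ATP at 37°C for 30 min following a 10 min preincubation; ADP generated competes with ADP-d2 for Eu-cryptate antibody, lowering FRET.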
# Akt phos inh = HTS Assay for Inhibitors of Akt Phophorylation: Primary Screen | 360,000 tested, 0.32% active | Neuro2A IGF-stimulated pAkt S473 HTRF, 20 min; hits give low values | activity change, % for hits at 50 µM; in the data active = activity change below about -80%; inconclusive = mostly about -51% to -80%; also: % is scaled to controls: 0 for no effect and ±100 for the full control effect
#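 Neuro2A cells (4,500/well, DMEM with 0.5% FBS) were treated with compound at a single 50 µM final concentration, stimulated with 6 nM IGF for 20 min at 37 °C, and lysed. Phospho-Akt Ser473 was read by HTRF as 665/615 ratio ×10^4.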
# ATXN viability = Viability Counterscreen for Primary qHTS for Inhibitors of ATXN expression. S2 cells (HEK-293 line with an ATXN2-luciferase reporter) viability, CellTiter-Fluor protease fluorescence, 24 h. 400,000 tested, 0.49% active. Potency, µM (titrated, usually from 56.7 µM), actives largely listed as cytotoxic; also: potency is read from the fitted curve at half-maximal effect; nearly all actives have a fitted effect of over 40% in size
# HepG2 viability = qHTS for Inhibitors of TGF-b: Cytotox Counterscreen; 410,000 tested, 0.76% active; Potency, µM (doses to about 46.1 µM), without a hit: at the top dose activity change, negative = cytotoxicity, most hits filed as cytotoxic; HepG2 CAGA-GFP viability, ATP luminescence, 18 h; also: potency is read from the fitted curve at half-maximal effect; some results filed as inactive show a strong effect at the top dose
#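 HepG2 CAGA-GFP cells (1000/well, DMEM with 1% FBS) received compound, then TGF-beta at 500 pg/mL final, and were incubated 18 hours at 37 degrees C. Viability was read by CellTiter-Glo luminescence. Media-only wells were set as complete cell-killing and DMSO as no toxicity.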
# Nrf2 activator = qHTS of Nrf2 Activators; AID 624171, 2012; 410,000 tested, 0.31% active; AREc32 ARE-luciferase reporter (MCF7-derived line), luminescence, 24 h; Potency, µM (titrated, usually from 46.1 µM), for the others: at the top dose activation, most hits filed as activators; also: potency is read from the fitted curve at half-maximal effect; % of control where 0% means no effect; nearly all actives have a fitted effect of over 65% in size
#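 Nrf2 activation is followed as ARE-luciferase induction in the AREc32 line after one day of compound treatment; luminescence is read with Steady-Glo.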
# The depositor's hits bear a star; i = inactive; ? = inconclusive; . = not tested or not shown; & = joins results of further samples; [ ] = remark or other dose. Unless noted, calls follow the shape of the dose curve; as a rule, active = well fitted curve in the direction sought with a large enough effect; inconclusive = small, poorly fitted or top-dose-only effect, or another doubt; inactive = no such curve, though single readings can be large; an effect the other way counts as inactive or inconclusive.
# Below each compound – Nrf2 block, A549 viability, CCT chaperon mod, TGFb SMAD3 inh, Mm-Cpn inhibitor, Akt phos inh, ATXN viability, HepG2 viability, Nrf2 activator
> CCc1nc2c(OCC3COc4ccccc4O3)cccn2c1N(C)C(=O)c1cccc(OC)c1 (stereo unspecified)
  ., ., 1.4, -0.7%, ., i, i, -15.0%, 4.1%
> COc1ccc(N2CCN(C(=O)Cc3ccc(Cl)cc3)CC2)cc1
  -3.2%, 0.7%, -0.8, -10.5%, -0.6%, i, i, -25.8%, 3.0%
> Cc1ccc(S(=O)(=O)CC(=O)c2cc3cccc(C)c3oc2=O)cc1
  6.1%, 0.7%, 1.3, 0.4%, -2.9%, i, i, -2.8%, 0.8%
> COc1ccc(-c2csc(-n3ncc(C(=O)O)c3C(F)(F)F)n2)cc1
  ?, 7.3%, 2.0, 15.2%, -3.3%, i, i, -1.1%, 3.7%
> C=Cc1ccc(CC2(C)C(=O)Nc3ccc(-c4cccnc4)cc32)cc1 (stereo unspecified)
  ., ., 0.4, 0.0%, ., i, ?, -13.0%, -2.4%
> CCC1COCCS(=O)(=O)N1Cc1cccc(Cl)c1 (stereo unspecified)
  -13.4%, 1.2%, -0.5, -3.5%&-15.1%, -1.8%, i, i, 36.5%&4.8%, -0.8%
> O=C(CSCc1c(Cl)cccc1Cl)Nc1ccccc1C(=O)N1CCOCC1
  -13.7%, 1.6%, -2.1, 9.5%, -0.6%, i, i, -25.0%, 0.0%
> COCCNc1nc2cc(-c3ccc(F)cc3)sc2c(=O)n1C
  ., ., 0.9, -1.8%, ., i, i, -0.5%, 4.5%
> COc1ccccc1NC(=O)N1CCn2c(nc3ccccc32)C1
  9.9%, -3.1%, 0.1, -9.1%, 1.1%, i, i, -2.4%, -0.8%
> Oc1oc(-c2ccccc2)nc1/C=N/c1ccccn1
  ?, 1.3%, -0.4, -4.0%, -4.8%, i, i, -9.0%, 14.1%
> COc1ncccc1C(=O)N1CCCC(C(=O)c2cccc(OC(C)C)c2)C1 (stereo unspecified)
  -3.8%, 0.7%, -5.8, -2.0%, -0.3%, i, i, -23.8%, 0.1%
> Cc1ccc(S(=O)(=O)N2CCN(c3ccc(S(=O)(=O)N4CCOCC4)cn3)CC2)cc1
  ., 5.9%, -1.2, 4.9%, 0.9%, i, i, -22.4%, -0.2%
> COCCCn1c(=N)c(C(N)=S)cc2c(=O)n3cccc(C)c3nc21
  -4.9%, 3.3%, 0.0, -2.3%, ., i, ?, -16.4%, 2.7%
> COc1ccc(C(=O)Nc2ccc(NC(=O)c3ccccc3F)cn2)cc1
  -11.4%, 0.2%, -3.4, -0.8%, -4.1%, i, i, -3.1%, -0.8%
> COc1ccc(S(=O)(=O)N(C)C[C@H]2Oc3cc(Br)ccc3S(=O)(=O)N([C@H](C)CO)C[C@H]2C)cc1
  ., ., -1.1, -6.2%, ., i, ?, -41.6%, -0.1%
> CC(C)n1cc(CN2CCCC(CO)(Cc3cccc(Cl)c3)C2)cn1 (stereo unspecified)
  1.9%, -1.6%, -7.1, -15.7%, 1.3%, i, i, -9.5%, -0.3%
> CCCS(=O)(=O)NC(=O)C1(C)CCN(C(=O)c2ccc(F)c(C)c2)C1 (stereo unspecified)
  ., ., 0.4, ?, ., i, i, -38.3%, -1.5%
> Cc1nn(CC(=O)N2CCN(c3ccccc3)CC2)c(C)c1[N+](=O)[O-]
  -21.7%, 1.0%, -2.6, -5.7%, -1.4%, i, i, -12.2%, 1.9%
> CCOC(=O)c1ccc(NC(=O)c2ccc3c(c2)C(=O)N(Cc2cccnc2)C3=O)cc1
  -5.2%, -0.1%, -1.6, 7.9%, ?, i, i, -2.5%, 0.3%
> CCN(CC)C(=O)CCCc1c[nH]c2ccccc12
  4.4%, -3.5%, 0.1, -0.9%, 0.6%, i, i, 0.5%, 3.0%

# (continued)
# Below each compound – Nrf2 block, A549 viability, CCT chaperon mod, TGFb SMAD3 inh, Mm-Cpn inhibitor, Akt phos inh, ATXN viability, HepG2 viability, Nrf2 activator
> Cc1nn(C)c(C(=O)NNC(=S)NCc2ccccc2)c1Cl
  -0.2%, 0.2%, 0.2, -1.7%, ?, i, i, 4.9%, -0.7%
> Cc1ccc(N2CC(C(=O)NCc3cccs3)CC2=O)cc1 (stereo unspecified)
  5.8%, 6.1%, -0.5, 14.6%, 1.3%, i, i, 1.8%, 0.1%
> Cn1c(=O)c2c(nc(OCc3ccc4c(c3)OCO4)n2Cc2ccccc2Cl)n(C)c1=O
  ., 6.5%, -1.2, -5.7%, 2.2%, i, i, 1.3%, 0.3%
> CCOC(=O)c1cnc2ccc(C)cc2c1N(C)Cc1ccccc1
  ?, 5.5%, 1.8, -11.0%, -6.0%, i, ., -15.5%, 6.1%
> OCC(CO)(CO)N=Cc1cc(Br)ccc1O
  ., -5.9%, -3.0, -15.4%, 0.1%, ., i, -1.5%, -0.8%
> O=C(C1CCC(=O)N(C2CCCC2)C1)N1CCC(Oc2cccc(F)c2)CC1 (stereo unspecified)
  -6.7%, -4.8%, -2.4, -3.3%, 0.9%, i, i, -15.6%, 0.2%
> CCn1c(SCC(=O)n2nc(C)cc2C)nnc1-c1ccc2c(c1)OCO2
  ?, 14.6%, -2.4, 15.6%, -4.8%, i, i, 6.9%, -0.3%
> COc1ccc(-n2nc3cc(C)c(NC(=S)NC(=O)c4ccccc4C)cc3n2)cc1
  ., -0.2%, 0.3, 16.2%, -12.1%, ?, i, -20.7%, 0.4%
> COc1ccc(OCCn2c(C)c(/C=N/n3cnnc3)c3ccccc32)cc1
  ., 0.5%, 1.8, 9.2%, 1.9%, i, i, 3.7%, 2.5%
> CCOc1ncccc1C(=O)OCC(=O)Nc1c(C)cc(C)cc1C
  -2.5%, -0.2%, -2.1, 0.1%, -1.5%, i, i, -10.6%, -0.5%
> Cc1cc(NC(=O)CSc2nc3c(C)cccc3cc2C)no1
  -12.5%, 1.7%, 0.0, 1.0%, -1.2%, i, i, -8.0%, -0.1%
> CC(=O)N1CCN(c2csc3ccc(F)cc3c2=O)CC1
  ., ?, ., -17.6%, ., ., ?, -3.1%, 1.0%
> CCCCn1c(NCc2ccc(N(C)C)cc2)nc2ccccc21
  -1.4%&-4.4%, 9.6%&-6.1%, -4.0, 15.8µM*, 0.7%, i, ?, -34.8%&-31.4%, -1.0%&4.4%
> CC1CCCC(NC(=O)CN(C)S(=O)(=O)c2cccc3cccnc23)C1C (stereo unspecified)
  -10.6%, -2.3%, -0.7, 6.5%, 0.9%, i, i, 0.2%, 8.8%
> COc1ccc(S(=O)(=O)N2CCC(C(=O)NCCC(=O)NCc3cccc(OC)c3)CC2)cc1
  -10.7%, -9.3%, -0.5, 1.9%, 1.8%, i, ?, 8.2%, -0.9%
> COC(=O)c1c(NC(=O)C2COc3ccccc3O2)sc2c1CCN(C(C)=O)C2 (stereo unspecified)
  20.6µM*, ?, 0.7, -9.3%, -1.6%, i, i, 5.3%, 3.3%[9.22 µM]
> COc1cccc(C(=O)Nc2c3c(nn2-c2ccc(C)cc2C)CS(=O)(=O)C3)c1OC
  ., 5.5%, ., 26.1%, ., ., i, 3.16µM*, 4.3%
> Cc1cccn2c(=O)c3cc(C(=O)NC4CCCCC4C)n(C)c3nc12 (stereo unspecified)
  -12.6%, 0.3%, -0.9, 2.3%, -3.3%, i, i, -1.7%, -0.9%
> C=CCn1c(CCC)nc2ccccc21
  -2.2%, 5.4%, 0.4, 5.3%, 2.0%, i, i, -15.8%, -0.7%
> N=c1c2c3c(sc2ncn1CCN1CCOCC1)CCCCC3
  ?, 8.5%, 1.5, 0.2%, -1.7%, i, i, -16.6%, -0.3%

# Next records.
# Below each compound – Nrf2 block, A549 viability, CCT chaperon mod, TGFb SMAD3 inh, Mm-Cpn inhibitor, Akt phos inh, ATXN viability, HepG2 viability, Nrf2 activator
> COc1ccc(CCNC(=O)c2cc(Nc3ccccc3)nc3ccccc23)cc1OC
  ., -16.6%, ., 0.0%, ., ., ., -5.3%, 11.8%
> CCCc1ccc(S(=O)(=O)N2CCN(Cc3ccco3)CC2)cc1
  -37.4%, 17.2%, -4.9, ?, 0.8%, i, i, -28.6%, 0.5%
> COc1ccc(OC)c(NC(=O)CN(Cc2ccc(F)cc2)C2CCCCC2)c1
  ?, -25.3%, 1.2, ?, 0.5%, i, i, -0.1%, 6.2%
> CC(C)OC(=O)CSc1nnc(Cc2ccccc2)n1C
  ., 8.7%, -5.7, -9.7%, -1.9%, ., i, -3.1%, -0.6%
> Nc1c(S(=O)(=O)c2cccs2)c2nc3ccccc3nc2n1CC1CCCO1 (stereo unspecified)
  0.5%, 8.7%, -0.9, 10.8%, 1.0%, i, i, -0.3%, -0.7%
> NC(=O)Nc1ccccc1C(=O)Nc1ccc2ccccc2c1
  2.6%, 8.7%, 1.5, -4.3%, 0.6%, i, i, -18.3%, 28.6%
> CCc1c(C)sc2c1CCN(C(=O)Nc1ccccc1Cl)C2c1ccc(OC)cc1 (stereo unspecified)
  ., 14.9%, ., -28.6%, ., ., ?, -30.6%, 0.2%
> Cc1ccc(OCc2nnc(NC(=O)c3ccco3)s2)cc1
  4.5%, -3.8%, -4.1, ?, 2.3%, i, i, 0.9%, 0.0%
> COc1ccc2c(c1)C(=O)c1ccccc1CO2
  ?, 1.0%, 3.8, 38.1%[activator], -4.1%, i, i, 1.7%, 8.7%
> CCOc1cc(C(=O)N2CCN(c3ccccc3)CC2)cc(OCC)c1OCC
  ?, -12.0%, -3.1, ?, 1.0%, i, i, -27.7%, -0.3%
> Cc1noc(NS(=O)(=O)c2ccc(NC(=O)/C=C/c3ccccc3)cc2)c1C
  -9.6%, -0.6%, -2.8, 8.3%, -4.3%, i, i, -35.1%, 1.9%

# Source: PubChem
